# Source: PubChem BioAssay (several laboratories)
# PREPL inh: inhibitors of human prolyl oligopeptidase-like enzyme PREPL. inhibition, % at 5.96 µM. 320,000 tested, 0.68% active. Q4J6C6. AID 2751. recombinant PREPL, fluorescence polarization activity-based probe; in the data active = inhibition above about 43%;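 note: 0% = enzyme with DMSO and 100% = wells lacking enzyme; many of its hits are not listed in these tables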
# Target sequence (Q4J6C6 whole entry, looked up): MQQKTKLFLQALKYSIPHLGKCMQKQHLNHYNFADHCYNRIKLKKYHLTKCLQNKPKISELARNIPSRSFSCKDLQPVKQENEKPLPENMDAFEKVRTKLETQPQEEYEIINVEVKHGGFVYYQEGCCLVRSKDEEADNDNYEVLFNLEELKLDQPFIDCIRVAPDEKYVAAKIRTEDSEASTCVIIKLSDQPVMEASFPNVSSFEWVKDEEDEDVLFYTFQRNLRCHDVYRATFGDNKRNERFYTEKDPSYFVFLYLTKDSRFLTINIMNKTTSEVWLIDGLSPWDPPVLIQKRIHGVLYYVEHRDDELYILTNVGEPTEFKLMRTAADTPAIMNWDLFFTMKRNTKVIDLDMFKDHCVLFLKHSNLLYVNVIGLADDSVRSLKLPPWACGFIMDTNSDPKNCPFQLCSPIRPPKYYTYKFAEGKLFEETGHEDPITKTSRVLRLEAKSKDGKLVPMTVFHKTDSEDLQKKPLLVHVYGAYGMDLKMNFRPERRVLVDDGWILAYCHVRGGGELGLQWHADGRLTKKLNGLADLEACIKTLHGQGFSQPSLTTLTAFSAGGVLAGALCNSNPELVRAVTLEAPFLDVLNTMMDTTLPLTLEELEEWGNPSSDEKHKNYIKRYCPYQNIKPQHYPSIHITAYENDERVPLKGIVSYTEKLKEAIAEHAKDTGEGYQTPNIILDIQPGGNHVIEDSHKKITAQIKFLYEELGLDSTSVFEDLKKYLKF
# Efflux pump inh: inhibitors of Candida antifungal efflux pumps expressed in yeast | S. cerevisiae Candida pump triplex, Nile Red efflux | inhibition, % at 10 µM | 330,000 tested, 0.44% active | AID 485275;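 active = plate passing quality check with inhibition over a set limit, or well fluorescence over plate mean plus 4 SD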;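 note: Nile Red retained in pooled yeast measured as flow cytometry median fluorescence; 0% = buffer negative control and 100% = Enniatin B positive control; higher means more Nile Red kept so more efflux inhibition; some compounds called inactive have numbers as strong as hits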
# EBNA-1 inhibitor: blocks EBNA-1 binding to DNA; EBNA-1 DNA binding, fluorescence polarization; inhibition, % at 14.8 µM; 300,000 tested, 0.34% active; AID 1950; in the data active = inhibition above about 28%
# PP5 inh: PP5 (human) phosphatase inhibition; 320,000 tested, 0.18% active; P53041; AID 1987; purified PP5c, OMFP substrate fluorescence; inhibition, % at 6.7 µM;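 active = inhibition above the campaign's mean inhibition across all tested compounds plus 3 SD, cut at about 9.5% in these data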;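 note: 0% = DMSO only and 100% = 100 µM cantharidin control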
# HCV core dimer: blocks dimerization of HCV core protein. 300,000 tested, 0.33% active. AID 1899. inhibition, % at 5 µM. TR-FRET GST/Flag-core106 dimerization, 1536-well;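 active = inhibition above the mean of all tested compounds plus 3 SD, set per screening campaign, cut at about 45% in these data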
#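 assay system = GST-tagged and Flag-tagged HCV core protein residues 1-106 | controls = unlabelled core106 and no-GST-core106 wells | incubation = compound-protein-antibody incubation 4 h at 22.5 °C | probe or stimulus = Eu donor and XL665 acceptor anti-tag antibodies | read-out = % inhibition based on acceptor/donor emission ratio | signal = TR-FRET 671 and 617 nm emission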
# TPT1 inhibitor: blocks Candida albicans tRNA 2'-phosphotransferase; inhibition, % at 5 µM; recombinant caTPT1, FP RNA substrate dephosphorylation; 300,000 tested, 0.81% active; AID 1962;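 active = inhibition above the mean of all tested compounds plus 3 SD, set per screening campaign, cut at about 24% in these data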;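 note: plate controls were DMSO alone for no effect and ferristatin control at 100 nM for full effect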
# Fh CTSL1 inh: cathepsin L1 inhibition, PFM18AAP counter-screen | recombinant F. hepatica cathepsin L1, Z-Leu-Arg-MCA fluorescence | inhibition, % at 5.96 µM | 300,000 tested, 0.49% active | AID 1906;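 active = inhibition above the mean of all tested compounds plus 3 SD, set per screening campaign, cut at about 17% in these data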;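 note: 0% = plate median of test compound wells and 100% = 1 µM Z-Phe-Ala-diazomethylketone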
# ZTA DNA inh: ZTA (EBV) inhibition in EBNA-1 counter-screen. ZTA-DNA binding, fluorescence polarization. 320,000 tested, 0.15% active. inhibition, % at 11 µM. AID 2234; in the data active = inhibition above about 33%
# Target sequence (P03206 whole entry, looked up): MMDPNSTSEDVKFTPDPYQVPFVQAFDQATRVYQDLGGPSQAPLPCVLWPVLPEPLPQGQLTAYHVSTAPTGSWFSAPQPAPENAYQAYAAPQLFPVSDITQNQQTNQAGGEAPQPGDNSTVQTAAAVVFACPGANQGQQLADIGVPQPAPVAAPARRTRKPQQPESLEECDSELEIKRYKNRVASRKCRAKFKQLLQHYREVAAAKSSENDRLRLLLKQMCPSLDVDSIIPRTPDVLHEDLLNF
# PP1 inh: blocks human PP1-alpha phosphatase, a PP5 counter-screen; P62136; purified PP1alpha, OMFP fluorescence; inhibition, % at 6.7 µM; 320,000 tested, 0.9% active; AID 2235;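 active = inhibition above the mean inhibition of all tested compounds plus 3 SD, computed separately for each screening campaign, cut at about 15% in these data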
# An asterisk follows results filed as active; nt = not tested or not shown.
SMILES,PREPL inh,Efflux pump inh,EBNA-1 inhibitor,PP5 inh,HCV core dimer,TPT1 inhibitor,Fh CTSL1 inh,ZTA DNA inh,PP1 inh
Cc1cc(S(=O)(=O)Nc2ccc(C(=O)NCC(c3ccccc3)N(C)C)cc2)ccc1F (stereo not drawn),6,0.5,-6,0.8,-5,-12,3,6,-1
CS(=O)(=O)N1CCN(C(=O)C(Sc2ccccc2)c2ccccc2)CC1 (stereo not drawn),6,-0.1,1,0.1,1,-3,-5,2,-5
COc1cccc(C(=O)NCc2nnc(SCC(=O)Nc3nccs3)n2-c2cccc(C)c2)c1,-30,0.2,-1,3.1,2,-2,1,2,-3
COc1cccc(CNC(=O)CN2C(=O)CC(c3ccccc3)=Nc3ccccc32)c1,5,0.0,4,4.2,4,0,0,8,0
CCOP(=O)(OCC)C(NC(=O)c1ccc(OC)c(OC)c1)c1ccccc1 (stereo not drawn),-1,-0.1,2,-1.7,1,-2,5,11,-1
Clc1ccc(OCCn2cnc3ccccc32)cc1,-36,-0.1,-5,3.2,-2,-4,-3,7,-1
Cc1ccc(S(=O)(=O)N2CCCC2C(=O)Nc2nc3c(s2)CCCC3)cc1 (stereo not drawn),3,0.0,5,4.0,7,0,-1,-19,0
COc1cc(C(=O)NC(=S)NNC(=O)c2ccc3c(c2)OCO3)cc(OC)c1OC,4,0.0,-1,-2.5,2,-1,4,13,-2
Cc1ccc(N(CC(=O)N/N=C/c2ccc(OCC(N)=O)cc2)S(C)(=O)=O)cc1Cl,-30,-0.3,8,3.0,0,-8,3,-11,-1
Cc1occc1C(=O)NNC(=O)c1ccccc1Br,19,0.2,0,0.6,0,2,0,5,1
COC(=O)c1c(SCC(=O)NC2CCCCC2)[nH]c2ccccc2c1=O,-23,0.1,-3,0.2,0,25*,0,6,-4
O=C(NCCCN1CCOCC1)C(=O)N/N=C/c1c(Cl)cccc1Cl,12,-0.1,11,1.8,-4,1,2,-9,0
Cc1c(Cl)cnn1CC(=O)NC1C(=O)N2C(C(=O)O)=C(CSc3nnnn3C)CSC12 (stereo not drawn),1,0.0,2,-1.8,3,3,-6,12,1
O=C(C1CCN(S(=O)(=O)c2ccc(Br)s2)CC1)N1CCCCC1,13,0.0,7,-0.8,6,0,1,12,-2
COc1ccc(C2c3c(oc4ccccc4c3=O)C(=O)N2CCN2CCOCC2)cc1OC (stereo not drawn),8,-0.1,-4,0.6,-2,-3,1,0,-5
Cc1ccccc1C1C2=C(Nc3[nH]n(-c4ccccc4)c(=O)c31)c1ccccc1C2=O (stereo not drawn),14,0.1,4,4.3,-6,2,-2,2,1
COc1ccccc1N1CCN(c2ccc(-c3ccccc3)nn2)CC1,27,0.2,-10,2.6,0,5,2,2,-1
CC(C)NS(=O)(=O)c1ccc(NC(=O)C(C)Oc2ccc(C(=O)c3ccccc3)cc2)cc1 (stereo not drawn),1,-9.2,2,-0.6,10,0,1,12,0
O=C(NCCc1ccccc1F)C1CCCN1S(=O)(=O)c1ccccc1 (stereo not drawn),0,-0.1,9,-0.9,0,-2,-2,12,-1
COc1ccccc1NS(=O)(=O)c1ccc(N/N=C/C=C/c2ccccc2[N+](=O)[O-])c([N+](=O)[O-])c1,8,-0.1,13,1.4,26,-1,3,17,3
COc1ccc(-n2nnnc2-c2cnc(N3CCCC3)nc2C(F)(F)F)cc1,-12,-0.1,7,3.0,7,-1,4,12,3
O=C(CN1C(=O)NC2(CCCCC2)C1=O)NCc1ccc2c(c1)OCO2,20,-0.1,9,-1.6,-2,0,2,-16,-3
Cc1ccc(C(=O)COC(=O)c2cnccn2)cc1,-3,-0.2,3,-0.3,-5,-2,-18,14,-7
CCOC(=O)c1ccc(N/C=C/C(=O)c2ccc(OC)cc2)cc1,13,0.1,-17,0.8,-1,-2,-4,0,1
O=C(O)CC(c1cccc([N+](=O)[O-])c1)N1Cc2ccccc2C1=O (stereo not drawn),10,-0.1,13,0.5,-27,0,5,5,4
Cc1cc(N2CCN(C)CC2)nc2ccc(NC(=S)N3CCN(c4cccc(Cl)c4)CC3)cc12,47*,-0.1,-1,-0.1,3,-3,-5,5,0
Cc1ccc(NC(=O)Cc2ccc(Cl)c(Cl)c2)cc1S(=O)(=O)N(C)C,31,0.0,-8,4.1,3,1,3,5,4
O=C(CN1CCCCC1)N1c2ccccc2CCc2ccccc21,-8,0.1,-1,1.1,6,-3,1,12,-4
Cc1cccc(C(=O)OC(C)C(=O)NCC2CCCCC2)c1O (stereo not drawn),-3,-0.2,nt,0.6,nt,nt,nt,-11,-3
Cn1nccc1C(=O)Nc1ccc2c(c1)OCO2,1,-0.1,7,0.4,19,3,2,-5,0

# Entries of single compounds, looked up by structure. Values in the order: PREPL inh	Efflux pump inh	EBNA-1 inhibitor	PP5 inh	HCV core dimer	TPT1 inhibitor	Fh CTSL1 inh	ZTA DNA inh	PP1 inh
# Entry for O=C(O)CC(c1cccc([N+](=O)[O-])c1)N1Cc2ccccc2C1=O (stereo not drawn) = 10	-0.1	13	0.5	-27	0	5	5	4
# Entry for O=C(NCCCN1CCOCC1)C(=O)N/N=C/c1c(Cl)cccc1Cl = 12	-0.1	11	1.8	-4	1	2	-9	0
# Entry for CC(C)NS(=O)(=O)c1ccc(NC(=O)C(C)Oc2ccc(C(=O)c3ccccc3)cc2)cc1 (stereo not drawn) = 1	-9.2	2	-0.6	10	0	1	12	0
# Entry for COC(=O)c1c(SCC(=O)NC2CCCCC2)[nH]c2ccccc2c1=O = -23	0.1	-3	0.2	0	25*	0	6	-4

# Next part
SMILES,PREPL inh,Efflux pump inh,EBNA-1 inhibitor,PP5 inh,HCV core dimer,TPT1 inhibitor,Fh CTSL1 inh,ZTA DNA inh,PP1 inh
Cn1c(-c2sccc2OCc2cccc(C(F)(F)F)c2)n[nH]c1=S,-1,0.1,7,0.5,5,-5,-1,7,-4
C#CCn1c(=NC(=O)CN2C(=O)CCC2=O)sc2cccc(OC)c21,-3,0.0,2,-1.2,-3,0,-3,-6,-4
O=C(Nc1ccc(F)cc1)c1c(Cl)nc2ccccn12,3,0.2,0,2.4,2,4,0,-1,-2
CC(C)OCCCN1C=C2C(=O)C(C)(OC(=O)CCc3ccccc3)C(=O)C=C2C=C1c1ccc(C#N)cc1 (stereo not drawn),16,-0.1,12,5.3,22,-2,-2,-3,1
CC(=O)Nc1nc2ccc(C(=O)NCCOC(=O)C3CCCCC3)cc2s1,-5,0.0,-4,0.6,10,0,3,14,-1
CCN1C2=NCCCN2c2ccccc21,14,-0.2,-1,-3.3,-9,1,0,3,-3
Cc1ccc2c(c1)N(CC(=O)N(Cc1ccccn1)Cc1ccco1)C(=O)C(C(C)C)O2 (stereo not drawn),2,0.0,-4,4.4,13,5,2,-4,2
CC(C(=O)NC1C=CS(=O)(=O)C1)N1C(=O)/C(=C/c2ccc(Cl)cc2)SC1=S (stereo not drawn),10,0.0,-7,0.7,10,6,2,-1,4
Cc1cc2c3nonc3ccc2n1-c1ccccc1,-59,-0.1,2,0.3,4,-5,-1,-2,-1
COC(=O)CSc1nnc2n(C3CCCCC3)c(=O)c3c4c(sc3n12)CCCC4,18,0.0,-1,1.6,19,1,4,-22,10
CC(=O)c1cccc(NC(=O)Cc2coc3cc4c(cc23)CCC4)c1,-23,0.1,5,4.8,3,0,-1,3,2
COc1ccc(CNC(=O)COC(=O)CCOc2ccc(C)cc2)cc1OC,2,0.0,9,-1.1,0,-1,-22,-5,-4
CC(C)(CNC(=O)c1ccc(S(=O)(=O)Nc2cccc(C(F)(F)F)c2)cc1)N1CCOCC1,11,0.3,nt,4.0,nt,nt,nt,-10,-6
CCOC(=O)c1ccc2[nH]c3c(c2c1)CN(C)CC3,14,0.0,3,0.0,-6,-1,-2,0,-1
O=C(NNc1ccccc1)C(CCO)C(=O)NNc1ccccc1,-1,-0.5,0,-1.0,1,-5,0,7,-2
O=C(NCc1ccncc1)Nc1cc(Cl)ccc1Cl,-15,0.2,-5,1.3,-1,1,0,1,0
CC(Sc1nc(N)cc(=O)[nH]1)C(=O)Nc1sc2c(c1C#N)CCCC2 (stereo not drawn),-9,0.7,0,2.9,4,-3,-1,7,4
Cc1ccc(NC(=O)c2nnn(CC(=O)Nc3ccc4c(c3)OCO4)c2N)cc1C,7,-0.2,3,0.5,12,0,0,-4,9
CN(C)c1ccc(NC(=S)NC(=O)/C=C/c2ccc(Cl)cc2)cc1,-17,-0.1,1,0.8,1,1,-4,-2,3
O=S(=O)(c1ccc(SCc2ccc(Cl)cc2)nc1)N1CCCC1,15,0.2,nt,3.6,nt,nt,nt,0,2
CCOc1ccc(C(=O)CCC(=O)Nc2ccc(C)cn2)cc1,-7,0.1,0,0.0,9,12,-4,5,7
COc1ccccc1CC(=O)Nc1cccc(S(=O)(=O)N2CCOCC2)c1,2,0.0,4,1.4,15,-1,3,4,0
COc1ccc(CN(C(=O)c2snc(C(N)=O)c2N)C(C(=O)NC2CCCC2)c2ccc(OC)cc2)cc1 (stereo not drawn),-3,-0.4,-4,0.0,4,-1,1,-5,1
Cc1ccc(C(=O)CC(=O)c2ccccc2C)c(O)c1,-2,-0.1,9,0.8,7,-3,-3,1,1
O=C(NCC1(O)CCCCC1)C1CCC(=O)N(Cc2cccc(C(F)(F)F)c2)C1 (stereo not drawn),-1,0.0,3,-0.8,3,2,0,3,-1
Cc1ccc(SCC(=O)Nc2cccc(C(=O)NC(C)(C)C)c2)cc1,3,0.0,-12,-0.2,0,2,-3,10,-1
CCOC(=O)c1c(C)[nH]c(C(=O)OCC(=O)Nc2sc(C(=O)N(C)C)c(C)c2C(=O)OCC)c1C,3,0.0,-14,-1.6,14,-1,0,-8,3
COc1cc(C(=O)NCC(=O)N/N=C/c2cccnc2)cc(OC)c1OC,-2,0.1,12,-1.1,-5,0,2,5,-2
CCCCOc1ccc(C(=O)N/C(=C\c2cccc([N+](=O)[O-])c2)C(=O)OCCC)cc1,-10,0.0,-7,-0.8,10,-5,3,18,0
CCOc1ccc(N(CC(=O)NCCSc2ccccn2)S(C)(=O)=O)cc1,-6,0.0,-8,-0.1,-2,-2,-3,3,0
COc1ccc(Cn2c(=O)[nH]c3cc(C(=O)N4CCN(Cc5ccccc5)CC4)ccc3c2=O)cc1,-11,-0.2,0,4.3,14,1,-1,8,1
CCOC(=O)c1sc(NC(=O)C2CC(=O)N(c3ccc(OCC)cc3)C2)nc1C (stereo not drawn),3,0.1,-5,-1.8,0,1,-1,4,-2
CCCc1nc(SCC(=O)Nc2nnc(CC)s2)c2c(=O)n(C)c(=O)n(C)c2n1,0,-0.4,4,3.2,-4,-1,0,-2,-3
CC(CNC(=O)Cn1ccc2cc(S(=O)(=O)N3CCCC3)ccc21)c1ccccc1 (stereo not drawn),-4,-0.1,-5,-1.3,1,-1,-2,-1,1
CCc1cc2c(COC(=O)c3cc(S(=O)(=O)N4CCOCC4)ccc3F)cc(=O)oc2cc1O,1,0.7,nt,3.7,nt,nt,nt,3,0
CCC(C)[C@@H](CN)NCC1(c2ccccc2)CC1 (stereo partly drawn),9,0.2,nt,0.8,nt,nt,nt,-12,-6
CC(C)n1c(-c2ccccc2F)n[nH]c1=S,6,0.8,-4,1.0,-1,0,-3,-11,2
Clc1ccc(C2[C@H]3CN(CC4CCCCC4)[C@H](c4ccccc4)C34CC2(c2cccnc2)C4)cn1 (stereo partly drawn),2,0.0,4,3.0,16,3,0,6,1
Cc1ccc(C(=O)Nc2ccc(C(=O)N/N=C/c3ccc(C)o3)cc2)cc1,-2,0.0,-11,2.5,0,0,0,-9,3
COc1cc(CNCc2cccc3ccccc23)cc(OC)c1,-24,0.0,-6,1.6,-1,-1,0,-12,0
CCOC(=O)CC1C(=O)NCCN1Cc1cccc(C(F)(F)F)c1 (stereo not drawn),-1,0.1,7,-1.3,-2,-2,1,4,-1

# Not all compounds are listed, so the mix of outcomes need not match the whole.
